NSD2 block: inhibitors of human NSD2 methyltransferase; inhibition, % at 12.5 µM; O96028; AID 624260; 44,000 tested, 0.07% active; NSD2-SET H3K36me1 DELFIA fluorescence, biochemical; in the data active = inhibition above about 54%, passing the limit was not always enough;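 also: inhibitors reduce the monomethyl H3K36 fluorescence signal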
Target sequence (O96028 whole entry, looked up): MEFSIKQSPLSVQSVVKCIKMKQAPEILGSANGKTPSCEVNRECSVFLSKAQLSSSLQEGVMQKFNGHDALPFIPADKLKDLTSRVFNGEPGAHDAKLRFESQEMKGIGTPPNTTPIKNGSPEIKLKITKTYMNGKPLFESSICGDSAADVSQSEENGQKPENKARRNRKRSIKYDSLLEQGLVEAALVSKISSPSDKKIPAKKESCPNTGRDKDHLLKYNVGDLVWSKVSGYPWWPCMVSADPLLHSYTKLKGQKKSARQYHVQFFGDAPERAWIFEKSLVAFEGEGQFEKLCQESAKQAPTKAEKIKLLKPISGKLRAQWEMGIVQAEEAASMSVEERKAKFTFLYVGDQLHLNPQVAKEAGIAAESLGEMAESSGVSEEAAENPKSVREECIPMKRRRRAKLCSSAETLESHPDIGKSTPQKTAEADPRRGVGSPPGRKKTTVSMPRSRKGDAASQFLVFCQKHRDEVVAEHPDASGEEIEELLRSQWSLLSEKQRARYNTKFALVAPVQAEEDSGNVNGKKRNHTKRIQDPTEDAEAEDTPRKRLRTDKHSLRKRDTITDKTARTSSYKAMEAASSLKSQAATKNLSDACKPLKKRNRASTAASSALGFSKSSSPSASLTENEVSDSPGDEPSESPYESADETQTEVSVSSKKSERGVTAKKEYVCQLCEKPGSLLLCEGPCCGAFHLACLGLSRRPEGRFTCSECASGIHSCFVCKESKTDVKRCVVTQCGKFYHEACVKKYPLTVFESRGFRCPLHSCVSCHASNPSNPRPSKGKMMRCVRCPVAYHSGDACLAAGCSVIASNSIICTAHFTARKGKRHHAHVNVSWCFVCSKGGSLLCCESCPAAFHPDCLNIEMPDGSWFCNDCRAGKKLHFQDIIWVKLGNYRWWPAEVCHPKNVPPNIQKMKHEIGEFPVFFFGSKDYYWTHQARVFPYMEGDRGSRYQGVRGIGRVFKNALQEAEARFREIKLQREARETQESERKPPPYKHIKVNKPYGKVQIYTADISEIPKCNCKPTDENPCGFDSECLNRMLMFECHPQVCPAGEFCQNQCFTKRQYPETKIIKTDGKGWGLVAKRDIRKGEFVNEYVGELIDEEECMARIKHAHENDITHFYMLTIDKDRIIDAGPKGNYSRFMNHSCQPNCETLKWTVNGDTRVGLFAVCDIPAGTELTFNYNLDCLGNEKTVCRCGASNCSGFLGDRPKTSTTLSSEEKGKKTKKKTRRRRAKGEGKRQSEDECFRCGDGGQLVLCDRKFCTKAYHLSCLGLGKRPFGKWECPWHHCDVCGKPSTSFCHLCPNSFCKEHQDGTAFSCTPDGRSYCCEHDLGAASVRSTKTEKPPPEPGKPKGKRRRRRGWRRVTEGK
Starred values were filed as active, the others as inactive; i = inactive. This is a subset (hit frequency here may not be typical).

Start of the listing, in advance (5 entries):
Molecule | NSD2 block
COc1cccc(-c2ccc3c(c2)O[C@H](CN(C)C(=O)C2CCC2)[C@H](C)CN([C@@H](C)CO)S3(=O)=O)c1 | -4
C[C@@H]1CN([C@H](C)CO)C(=O)c2cccc(NS(C)(=O)=O)c2O[C@H]1CN(C)Cc1ccc(C(F)(F)F)cc1 | 5
COc1ccc(NC(=O)Nc2cccc3c2O[C@H](CN(C)Cc2ccc(C(=O)O)cc2)[C@H](C)CN([C@@H](C)CO)C3=O)cc1 | 9
OC[C@@H]1[C@H]2c3ccccc3OC1(CO)N=C1SCc3ccccc3CN12 | 2
O=C(NO)c1ccc(C(=O)N/N=C/c2ccc(O)c(F)c2)cc1 | -5

The whole of this part, previewed entries included:
Molecule | NSD2 block
COc1cccc(-c2ccc3c(c2)O[C@H](CN(C)C(=O)C2CCC2)[C@H](C)CN([C@@H](C)CO)S3(=O)=O)c1 | -4
C[C@@H]1CN([C@H](C)CO)C(=O)c2cccc(NS(C)(=O)=O)c2O[C@H]1CN(C)Cc1ccc(C(F)(F)F)cc1 | 5
COc1ccc(NC(=O)Nc2cccc3c2O[C@H](CN(C)Cc2ccc(C(=O)O)cc2)[C@H](C)CN([C@@H](C)CO)C3=O)cc1 | 9
OC[C@@H]1[C@H]2c3ccccc3OC1(CO)N=C1SCc3ccccc3CN12 | 2
O=C(NO)c1ccc(C(=O)N/N=C/c2ccc(O)c(F)c2)cc1 | -5
COCC#Cc1ccc2c(c1)O[C@H](CN(C)S(=O)(=O)c1ccc(OC)cc1)[C@@H](C)CN([C@@H](C)CO)S2(=O)=O | -2
CN1CCN(C(=O)C[C@H]2C[C@@H]3c4cc(NC(=O)CC5CC5)ccc4O[C@@H]3[C@@H](CO)O2)CC1 | -3
COc1cccc(-c2cnc3c(c2)C(=O)N([C@@H](C)CO)C[C@@H](C)[C@H](CN(C)Cc2ccc(F)cc2)O3)c1 | 1
COc1cc(/C(C)=C/C(C)O)oc(=O)c1C (stereo unspecified) | 5
Cc1ccc(S(=O)(=O)N(C)C[C@@H]2Oc3c(NS(=O)(=O)c4ccccc4)cccc3C(=O)N([C@@H](C)CO)C[C@H]2C)cc1 | -3
CC(C)NC(=O)Nc1ccc2c(c1)CC(=O)N([C@@H](C)CO)C[C@@H](C)[C@@H](CN(C)C(=O)NC(C)C)O2 | 4
C[C@H](CO)N1C[C@H](C)[C@H](CN(C)Cc2ccc(C(=O)Nc3ccccc3N)cc2)OCc2cnnn2CCCC1=O | 1
C[C@@H]1CCCCO[C@H](CN(C)C(=O)CCC(F)(F)F)[C@@H](C)CN([C@@H](C)CO)C(=O)c2cc(NS(=O)(=O)c3ccc(F)cc3)ccc2O1 | -2
C[C@H]1CN([C@@H](C)CO)C(=O)Cc2cc(NC(=O)CCCCCC(=O)Nc3ccccc3N)ccc2O[C@@H]1CN(C)Cc1ccc2c(c1)OCO2 | -2
CC(C)NC(=O)Nc1ccc2c(c1)CC(=O)N([C@H](C)CO)C[C@H](C)[C@@H](CN(C)Cc1ccc(Oc3ccccc3)cc1)O2 | -4
CCC(=O)N(C)C[C@@H]1Oc2ncc(C3=CCCC3)cc2C(=O)N([C@H](C)CO)C[C@H]1C | 3
Cc1noc(C)c1NC(=O)Nc1ccc2c(c1)C(=O)N([C@@H](C)CO)C[C@@H](C)[C@@H](CN(C)S(=O)(=O)c1ccc(F)cc1)OCCCC[C@H](C)O2 | -6
C[C@H](CO)N1C[C@H](C)[C@@H](CN(C)C(=O)CN(C)C)Oc2cc(-c3cncnc3)ccc2S1(=O)=O | -7
CNC[C@@H]1Oc2ccc(NS(=O)(=O)c3ccc(OC)cc3)cc2C(=O)N([C@H](C)CO)C[C@H]1C | -1
Cc1noc(C)c1NC(=O)N(C)C[C@H]1Oc2ccc(NS(=O)(=O)c3c(C)noc3C)cc2C(=O)N([C@@H](C)CO)C[C@H]1C | -2
Cc1cc(C(=O)Nc2cccc3c2O[C@@H](CN(C)S(=O)(=O)c2ccc(F)cc2)[C@@H](C)CN([C@H](C)CO)C3=O)n(C)n1 | 2
COc1ccc(CN(C)C[C@@H]2OCCCC[C@H](C)Oc3ccc(NC(=O)NC4CCCCC4)cc3C(=O)N([C@H](C)CO)C[C@H]2C)cc1 | 0
C[C@H](CO)N1C[C@H](C)[C@@H](CN(C)Cc2ccncc2)Oc2cc(-c3ccccc3)ccc2S1(=O)=O | 8
C[C@@H]1CN([C@H](C)CO)C(=O)c2cc(NC(=O)CCCCCC(=O)Nc3ccccc3N)ccc2O[C@@H]1CN(C)Cc1ccc(C(F)(F)F)cc1 | -6
Cc1ccc(S(=O)(=O)N(C)C[C@H]2Oc3ccc(NS(C)(=O)=O)cc3CC(=O)N([C@@H](C)CO)C[C@H]2C)cc1 | 1
COc1ccc(NC(=O)Nc2ccc3c(c2)CC(=O)N([C@@H](C)CO)C[C@H](C)[C@@H](CN(C)Cc2ccc(Cl)c(Cl)c2)O3)cc1 | -12
C[C@@H]1CN([C@H](C)CO)C(=O)c2cc(NC(=O)Cc3ccccc3)ccc2O[C@H]1CN(C)S(=O)(=O)c1ccccc1 | 3
COc1ccc(NC(=O)CC(C(=O)O)N2CCCCC2)cc1 (stereo unspecified) | -4
COc1ccc(S(=O)(=O)Nc2ccc3c(c2)C(=O)N([C@H](C)CO)C[C@@H](C)[C@H](CN(C)C(=O)Nc2ccc(F)cc2)OCCCC[C@H](C)O3)cc1 | -6
O=C(C[C@H]1C[C@@H]2c3cc(NC(=O)Nc4ccc(F)cc4)ccc3O[C@@H]2[C@@H](CO)O1)NCC(F)(F)F | 4
Cc1ccc(S(=O)(=O)N(C)C[C@@H]2Oc3c(NC(=O)Nc4ccc(F)cc4)cccc3C(=O)N([C@H](C)CO)C[C@H]2C)cc1 | 0
COc1ccc(NC(=O)Nc2ccc3c(c2)C(=O)N([C@@H](C)CO)C[C@@H](C)[C@@H](CN(C)Cc2ccc(Cl)c(Cl)c2)OCCCC[C@@H](C)O3)cc1 | 10
Cc1noc(C)c1S(=O)(=O)Nc1ccc2c(c1)CC(=O)N([C@H](C)CO)C[C@@H](C)[C@H](CN(C)C(=O)NC1CCCCC1)O2 | 2
C[C@H]1CN([C@@H](C)CO)C(=O)Cc2cc(NC(=O)Cc3cn(C)c4ccccc34)ccc2O[C@H]1CN(C)Cc1ccc(C(=O)O)cc1 | 1
C[C@@H]1CCCCO[C@H](CN(C)C(=O)NC2CCCCC2)[C@@H](C)CN([C@@H](C)CO)C(=O)c2cc(NC(=O)Nc3ccc(C(F)(F)F)cc3)ccc2O1 | -2
C[C@H]1CN([C@@H](C)CO)C(=O)c2cccc(NC(=O)CCCCCC(=O)Nc3ccccc3N)c2O[C@@H]1CN(C)S(=O)(=O)c1ccccc1 | 4
C[C@@H]1CN([C@@H](C)CO)C(=O)c2cc(NC(=O)C3CCCCC3)ccc2O[C@H]1CN(C)C(=O)Nc1ccc2c(c1)OCO2 | -7
C[C@H](CO)N1C[C@H](C)[C@H](CN(C)Cc2ccncc2)Oc2ncc(C#Cc3cccc(F)c3)cc2C1=O | 10
CCC(=O)N(C)C[C@@H]1Oc2ncc(C#Cc3cccnc3)cc2C(=O)N([C@@H](C)CO)C[C@@H]1C | 2
CCCNC(=O)N(C)C[C@H]1Oc2ncc(-c3cccc(C#N)c3)cc2C(=O)N([C@H](C)CO)C[C@@H]1C | -5
Cc1noc(C)c1NC(=O)Nc1ccc2c(c1)C(=O)N([C@H](C)CO)C[C@@H](C)[C@@H](CN(C)C(=O)Nc1ccc(F)cc1)O2 | -3
C[C@@H]1CN([C@H](C)CO)C(=O)c2cccc(NC(=O)Nc3ccc(F)cc3)c2O[C@H]1CN(C)C(=O)Nc1ccccc1 | 0
COc1ccc(S(=O)(=O)N(C)C[C@@H]2Oc3ccc(NC(=O)Cc4ccccc4)cc3C(=O)N([C@@H](C)CO)C[C@H]2C)cc1 | -1
C/C=C/c1cnc2c(c1)C(=O)N([C@H](C)CO)C[C@@H](C)[C@H](CN(C)C(=O)Cc1ccccn1)O2 | -4
C/C=C/c1ccc2c(c1)O[C@@H](CN(C)C(=O)CC1CC1)[C@H](C)CN([C@@H](C)CO)S2(=O)=O | 0
COc1ccc(S(=O)(=O)N(C)C[C@H]2Oc3ccc(NC(=O)C4CC4)cc3C(=O)N([C@@H](C)CO)C[C@@H]2C)cc1 | -2
Cc1noc(C)c1S(=O)(=O)Nc1ccc2c(c1)C(=O)N([C@H](C)CO)C[C@@H](C)[C@@H](CN(C)Cc1ccccc1)O2 | -1
COc1ccc(S(=O)(=O)N(C)C[C@@H]2Oc3cc(C4=CCCC4)ccc3S(=O)(=O)N([C@H](C)CO)C[C@@H]2C)cc1 | -5
C[C@H](CO)N1C[C@H](C)[C@H](CN(C)CC2CCOCC2)Oc2ncc(C#Cc3cccc(F)c3)cc2C1=O | 5
COc1ccc(NC(=O)Nc2ccc3c(c2)CC(=O)N([C@@H](C)CO)C[C@H](C)[C@@H](CN(C)S(=O)(=O)c2ccc(C)cc2)O3)cc1 | -3
C[C@H](CO)N1C[C@H](C)[C@@H](CN(C)C(=O)[C@H](Cc2ccccc2)N(C)C)OCc2ccccc2-c2ccccc2C1=O | -1
CC(C)C#Cc1cnc2c(c1)C(=O)N([C@H](C)CO)C[C@H](C)[C@H](CN(C)C(=O)c1cccc(F)c1)O2 | -2
C[C@H]1CN([C@@H](C)CO)C(=O)c2cc(NC(=O)CCCN(C)C)ccc2O[C@H]1CN(C)S(C)(=O)=O | 5
CC(C)NC(=O)Nc1ccc2c(c1)C(=O)N([C@@H](C)CO)C[C@H](C)[C@H](CN(C)C(=O)NC(C)C)OCCCC[C@@H](C)O2 | 5
C[C@H](CO)N1C[C@H](C)[C@@H](CN(C)Cc2ccc(C(=O)Nc3ccccc3N)cc2)Oc2ccc(NC(=O)Nc3ccccc3)cc2CC1=O | -4
CCC(C)C(=O)c1c(O)cc2c(c1O)CC(CC=C(C)C)C(C)(C)O2 (stereo unspecified) | 0
COc1ccc(S(=O)(=O)Nc2cccc3c2O[C@H](CN(C)C(=O)Nc2cccc4ccccc24)[C@@H](C)CN([C@H](C)CO)C3=O)cc1 | -300
COCC(=O)N(C)C[C@@H]1Oc2cc(-c3ccccc3)ccc2S(=O)(=O)N([C@H](C)CO)C[C@@H]1C | 3
C[C@H](CO)N1C[C@H](C)[C@H](CN(C)Cc2ccc(C(=O)Nc3ccccc3N)cc2)Oc2c(NC(=O)Nc3cccc4ccccc34)cccc2C1=O | -2
C[C@@H]1CN([C@H](C)CO)C(=O)c2cc(NC(=O)CCC(F)(F)F)ccc2O[C@@H]1CN(C)S(=O)(=O)c1cccs1 | 1

New compounds follow:
Molecule | NSD2 block
CC(C)C#Cc1ccc2c(c1)O[C@H](CN(C)Cc1ccncc1)[C@@H](C)CN([C@H](C)CO)S2(=O)=O | 5
COc1ccc(NC(=O)Nc2cccc3c2O[C@H](CN(C)S(=O)(=O)c2ccc(OC)cc2)[C@@H](C)CN([C@H](C)CO)C3=O)cc1 | 1
C[C@H](CO)N1C[C@H](C)[C@@H](CN(C)C(=O)Nc2ccc3c(c2)OCO3)Oc2ccc(NC(=O)Cc3cn(C)c4ccccc34)cc2CC1=O | 5
CC(C)CC#Cc1cnc2c(c1)C(=O)N([C@@H](C)CO)C[C@H](C)[C@H](CN(C)C(=O)Cc1ccncc1)O2 | 3
C[C@H](CO)N1C[C@H](C)[C@H](CN(C)CC2CCOCC2)Oc2cc(-c3cccnc3)ccc2S1(=O)=O | -1
O=C(Cc1ccccc1)N[C@@H]1C=C[C@@H](CC(=O)N2CCOCC2)O[C@H]1CO | 0
C[C@H](CO)N1C[C@H](C)[C@@H](CN(C)C(=O)OCc2ccccc2)OCc2cn(nn2)CCCC1=O | 5
C[C@H]1CN([C@@H](C)CO)C(=O)c2cccc(NC(=O)c3nc4ccccc4s3)c2O[C@H]1CN(C)C(=O)NC1CCCCC1 | i
Cc1noc(C)c1NC(=O)N(C)C[C@H]1OCc2ccccc2-c2ccccc2C(=O)N([C@H](C)CO)C[C@H]1C | 1
C[C@H]1CN([C@@H](C)CO)C(=O)c2cccc(NC(=O)C3CC3)c2O[C@@H]1CN(C)C(=O)Nc1cccc2ccccc12 | 12
S=C1NC2=C(C(c3ccccc3)N1)N1CCC2CC1 (stereo unspecified) | 2
CN1CCN(C(=O)C[C@@H]2C[C@@H]3c4cc(NC(=O)C5CCOCC5)ccc4O[C@@H]3[C@@H](CO)O2)CC1 | 4

Quoted from the results shown for reference:
Molecule | NSD2 block
CC(C)C#Cc1ccc2c(c1)O[C@H](CN(C)Cc1ccncc1)[C@@H](C)CN([C@H](C)CO)S2(=O)=O | 5
COc1ccc(NC(=O)Nc2cccc3c2O[C@H](CN(C)S(=O)(=O)c2ccc(OC)cc2)[C@@H](C)CN([C@H](C)CO)C3=O)cc1 | 1

More structures
Molecule | NSD2 block
CC(C)C1CCC2(C)CCC(O)C(C)(O)C2C1OC(=O)/C=C/c1ccccc1 (stereo unspecified) | 1
COC(=O)C[C@H]1C[C@@H]2c3cc(NS(=O)(=O)c4ccc(F)cc4)ccc3O[C@@H]2[C@@H](CO)O1 | -9
C[C@@H]1CN([C@@H](C)CO)C(=O)c2cc(NC(=O)CCN3CCOCC3)ccc2O[C@H]1CN(C)C(=O)Nc1ccc(F)cc1 | 2
C[C@@H]1CN([C@@H](C)CO)C(=O)c2cccc(NS(=O)(=O)c3ccc(Cl)cc3)c2O[C@@H]1CN(C)Cc1ccc2c(c1)OCO2 | 0
C[C@@H]1CN([C@H](C)CO)S(=O)(=O)c2ccc(C#Cc3ccncc3)cc2O[C@H]1CN(C)C | 1
O=C1C=C(NCCc2ccccc2)CC(c2ccco2)C1 (stereo unspecified) | 13

Quoted from the listing:
For NSD2 block, C[C@@H]1CN([C@H](C)CO)S(=O)(=O)c2ccc(C#Cc3ccncc3)cc2O[C@H]1CN(C)C reads 1
For NSD2 block, C[C@@H]1CN([C@@H](C)CO)C(=O)c2cccc(NS(=O)(=O)c3ccc(Cl)cc3)c2O[C@@H]1CN(C)Cc1ccc2c(c1)OCO2 reads 0
For NSD2 block, CC(C)C1CCC2(C)CCC(O)C(C)(O)C2C1OC(=O)/C=C/c1ccccc1 (stereo unspecified) reads 1
For NSD2 block, C[C@@H]1CN([C@@H](C)CO)C(=O)c2cc(NC(=O)CCN3CCOCC3)ccc2O[C@H]1CN(C)C(=O)Nc1ccc(F)cc1 reads 2

From PubChem BioAssay
